Assay outcomes (PubChem BioAssay)
RXFP1 antag = RXFP1 (human) relaxin receptor antagonism; Q9HBX9; HEK293-RXFP1, relaxin-stimulated cAMP HTRF, 30 min; stronger effect = lower value; activity change, negative = inhibition, % at 57.5 µM; 350,000 compounds, 0.59% hits; AID 1259400;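 active means activity change of -60% or lower, but not beyond a set lower limit; inconclusive means change between -60% and -40%, or beyond the set limit; inactive means change above -40%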; further: on the % scale 0 is the no-effect control and ±100 the full control effect
Target sequence (Q9HBX9 whole entry, looked up): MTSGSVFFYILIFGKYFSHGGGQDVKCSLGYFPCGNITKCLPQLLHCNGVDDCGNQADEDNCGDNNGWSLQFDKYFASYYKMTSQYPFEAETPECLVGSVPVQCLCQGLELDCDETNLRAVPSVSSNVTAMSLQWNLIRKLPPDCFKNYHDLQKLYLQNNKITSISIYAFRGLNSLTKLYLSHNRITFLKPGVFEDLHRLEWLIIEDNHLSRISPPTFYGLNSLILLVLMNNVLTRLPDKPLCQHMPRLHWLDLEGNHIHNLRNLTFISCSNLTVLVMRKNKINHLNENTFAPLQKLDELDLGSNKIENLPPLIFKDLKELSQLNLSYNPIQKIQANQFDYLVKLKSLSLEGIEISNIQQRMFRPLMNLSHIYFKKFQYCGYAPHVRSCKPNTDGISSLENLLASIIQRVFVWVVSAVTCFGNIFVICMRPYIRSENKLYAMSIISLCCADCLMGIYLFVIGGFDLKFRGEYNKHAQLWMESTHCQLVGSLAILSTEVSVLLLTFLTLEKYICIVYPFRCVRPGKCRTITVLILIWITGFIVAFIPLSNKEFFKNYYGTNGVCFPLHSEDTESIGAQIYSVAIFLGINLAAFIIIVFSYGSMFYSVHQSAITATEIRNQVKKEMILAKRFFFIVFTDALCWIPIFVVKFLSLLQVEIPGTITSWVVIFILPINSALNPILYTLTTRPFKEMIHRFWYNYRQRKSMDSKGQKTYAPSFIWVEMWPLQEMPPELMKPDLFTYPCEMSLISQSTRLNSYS
D1 agonist = human D1 receptor agonism; P21728; HEK293 T-REx D1 cells, calcium flux, agonist mode; activation, % at 2 µM; 360,000 compounds, 1% hits; AID 504660; further: 0% is about no effect
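Tetracycline-induced HEK293 TREx D1 cells, force-coupled to calcium signalling, were dye-loaded with a no-wash calcium kit. Compound was pin-added after a 10 s baseline. Fluorescence was read kinetically at 1 cycle/s for 180 s, with calcium rises flagged as agonism.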
TRHR ag = agonists of human TRH receptor; 360,000 compounds, 0.18% hits; P34981; TRHR cells, calcium flux fluo-8, FDSS agonist mode; activation, % at 2 µM; further: 0% is about no effect
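Read-out: compound-evoked intracellular calcium rise in TRHR cells, fluo-8 dye, kinetic FDSS fluorescence at 1 s/cycle following a 10-cycle baseline. Cells cultured overnight before dye loading (30 min–1.5 h, RT).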
D2 antagonist = antagonizes the human D2 dopamine receptor | P14416 | HEK293 TREx D2 cells, calcium flux, dopamine EC80 | inhibition, % at 10 µM | 340,000 compounds, 2% hits; in the data active means inhibition above about 30%; further: 0% is about no effect
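Cells plated overnight at 30 C with tetracycline; no-wash calcium dye, 30–90 min RT; 10 s baseline; compound pinned; 180 s read; EC80 dopamine added; another 180 s read.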
D2 ag = agonists of human D2 dopamine receptor | P14416 | HEK293 T-REx D2 cells, calcium flux agonist mode | activation, % at 2 µM | 340,000 compounds, 0.53% hits | AID 485358;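 active means activation over 3 SD above normal in the single-dose calcium agonist read, cut at about 30% in these data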; further: 0% is about no effect
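Agonism scored from kinetic calcium signal (1 read/sec, 180 s) following compound pin transfer, after a 10 s baseline. Cells: HEK293 Trex line expressing inducible D2 receptor coupled to calcium, dye-loaded after overnight culture at 30 C.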
D1 potentiator = human D1 dopamine receptor positive modulation | P21728 | HEK293 TREx D1 cells, calcium flux, dopamine EC20 potentiation | potentiation, % at 10 µM | 360,000 compounds, 0.036% hits | AID 504651; in the data active means potentiation above about 30%; further: 0% is about no effect
TRHR PAM = TRH receptor (human) allosteric enhancement; P34981; TRHR cells, fluo-8 calcium fluorescence, EC20 TRH enhancement; enhancement, % at 2 µM; 360,000 compounds, 0.66% hits; AID 493056; in the data active means enhancement above about 30%; further: 0% is about no effect
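TRHR-expressing cells loaded with fluo-8 calcium dye were read kinetically (ex 480/em 530) during compound addition, then stimulated with an EC20 of TRH (10 nM final). Enhancement of the Gq-mediated intracellular calcium response was scored.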
D1 antagonist = human D1 dopamine receptor antagonism; P21728; HEK293 TREx D1 cells, calcium flux, dopamine EC80; stronger effect = lower value; activity change, negative = inhibition, % at 10 µM; 360,000 compounds, 3.2% hits; AID 504652; in the data active means activity change below about -30%; further: on the % scale 0 is the no-effect control and ±100 the full control effect
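Calcium flux readout: force-coupled, inducible Hek293 Trex D1 line, cells induced overnight at 30 C with tetracycline, dye-loaded 30–90 min at RT. Antagonism scored against EC80 dopamine challenge given 180 s after compound.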
D2 PAM = D2 dopamine receptor (human) potentiation. P14416. potentiation, % at 10 µM. HEK293 T-REx D2, calcium flux, EC20 dopamine potentiation. 340,000 compounds, 0.34% hits;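 active means potentiation over 3 SD above the plate norm, cut at about 30% in these data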; further: 0% is about no effect
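Primary screen. Calcium kinetics in induced HEK293 T-REx D2 cells: compound pre-addition 180 s, EC20 dopamine, 180 s more.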
* = called active by the depositor; ? = inconclusive; nt = no result given; & = joins results of further samples. Unless noted, no stated cut-off is given here; in the data, active means activation above about 30%; inactive means the rest. Compounds were not picked by outcome. About 7.3% of those tested had a hit in this group.

SMILES | RXFP1 antag | D1 agonist | TRHR ag | D2 antagonist | D2 ag | D1 potentiator | TRHR PAM | D1 antagonist | D2 PAM
Cc1cc(C)c(C#N)c(SCC2COc3ccccc3O2)n1 (configuration not stated) | -22 | 38* | -0.8 | -10 | -1.6 | 1 | 2 | -5 | -2
COc1ccccc1CNC(=O)/C=C/c1ccc(Br)o1 | -27 | 0 | -3.9 | 1 | -0.7 | -5 | 1 | 4 | -4
CCOc1ccccc1CNC(=O)Cn1nc(N2CCN(c3ccccc3)CC2)ccc1=O | -5 | 2 | 0.1 | nt | -0.4 | 0 | -5 | -14 | 12
COc1ccc(Nc2nc(N)nc(CSC(=S)N3CCCCC3)n2)cc1 | -6 | 0 | -1.4 | 11 | 0.3 | 12 | -4 | -5 | 4
COc1ccc(N2CCN(C3CCCCC3NS(=O)(=O)c3ccccc3)CC2)cc1 (configuration not stated) | -8 | 2 | 2.1 | -13 | 0.1 | 2 | 1 | 16 | -11
CCN(CC)C(=O)c1sc2nc(-c3cccs3)cc(-c3cccs3)c2c1N | -6 | 7 | 2.2 | -2 | 1.5 | 3 | -10 | -14 | 3
CCCCC(=O)NC(=S)Nc1cccc(C(=O)O)c1 | ? | 3 | 0.6 | -21 | -0.5 | -3 | 0 | 6 | 2
COc1cccc(C(=O)Nc2ccc(-n3nncc3-c3ccccc3)cc2)c1OC | -1 | 0 | -0.2 | nt | 0.5 | -3 | -3 | -17 | -15
CC(=O)c1cccc(NS(=O)(=O)c2cc(-c3cnc(C4CC4)o3)ccc2C)c1 | -2&-7 | 4&5 | 0.0&-1.3 | -2 | -1.0&1.6 | -4&0 | 3&8 | -27&-24 | 24&1
CCOC(CNC(=O)Cn1nc(Cc2ccncc2)c2ccccc2c1=O)OCC | 6 | 0 | 1.3 | -5 | 0.4 | 2 | 1 | 9 | 10
Cc1ccc(C)c(NC(=O)Cn2c(=O)n(-c3ccccc3C)c(=O)c3c2c2cc(C)ccc2n3C)c1 | nt | 4 | -1.1 | nt | -0.7 | -2 | 11 | -6 | 11
CCOC(=O)CC(=O)CSc1nc(C)cc(C)c1C#N | -12 | 0 | 0.6 | 0 | -0.4 | -4 | 16 | -3 | 8
CCCN1Cc2cccc(C(=O)Nc3cccc(C(=O)OCC)c3)c2C1=O | -8 | 1 | 0.4 | nt | 1.2 | -2 | -4 | -9 | 3
CC(=O)CCc1c(C)nc2ccc(C)cc2c1Cl | -13 | 0 | -0.4 | 22 | -3.0 | -8 | -4 | 3 | -4
CCOc1ccc(CCNC(=O)COC(=O)COc2cc(C)cc(C)c2)cc1OCC | -5 | 2 | 0.2 | -3 | -0.2 | -14 | 2 | -1 | 1
CCCCNC(=S)NNC(=O)c1csc(C)c1 | -9 | -2 | 0.2 | -2 | -0.2 | -9 | 0 | -12 | -14
O=C(OCCOc1ccccc1)c1cccc(S(=O)(=O)N2CCOCC2)c1 | -9 | 1 | 2.6 | 17 | 0.4 | -7 | 0 | 4 | 11
COc1cc(SC)ccc1C(=O)Nc1nccs1 | -4 | 1 | -0.3 | 25 | -0.6 | -1 | -3 | -1 | 11
COc1ccc(C(c2nnnn2C(C)(C)C)N2CCN(C(=O)c3ccco3)CC2)cc1 (configuration not stated) | 5 | 2 | 0.2 | 6 | -0.5 | -7 | 19 | 10 | 2
CC(=O)Nc1nc2cc(N)ccc2s1 | nt | 1 | -0.1 | 1 | 0.2 | 1 | 0 | 13 | 12

Structures shown so far that have an aryl thioether with sulfur outside any ring (three):
SMILES | RXFP1 antag | D1 agonist | TRHR ag | D2 antagonist | D2 ag | D1 potentiator | TRHR PAM | D1 antagonist | D2 PAM
Cc1cc(C)c(C#N)c(SCC2COc3ccccc3O2)n1 (configuration not stated) | -22 | 38* | -0.8 | -10 | -1.6 | 1 | 2 | -5 | -2
CCOC(=O)CC(=O)CSc1nc(C)cc(C)c1C#N | -12 | 0 | 0.6 | 0 | -0.4 | -4 | 16 | -3 | 8
COc1cc(SC)ccc1C(=O)Nc1nccs1 | -4 | 1 | -0.3 | 25 | -0.6 | -1 | -3 | -1 | 11

The list goes on:
SMILES | RXFP1 antag | D1 agonist | TRHR ag | D2 antagonist | D2 ag | D1 potentiator | TRHR PAM | D1 antagonist | D2 PAM
COc1ccc(-c2cn(Cc3ccc4c(c3)C(=O)c3ccccc3C4=O)nn2)cc1 | nt | 3 | 0.2 | 13 | 1.3 | -8 | -3 | -8 | -1
COC(=O)Nc1ccc2c(c1)N(C(=O)CCN1CCN3CCCC3C1)c1ccccc1CC2 (configuration not stated) | 3&-5 | 2&4 | 0.6&-1.5 | 3 | 0.0 | 4&12 | -3&-3 | 3&13 | -6&8
CCCn1c(=S)[nH]c2cc(C(=O)N3CCN(C(=O)OCC)CC3)ccc2c1=O | -5 | 2 | -0.7 | -5 | -0.3 | -4 | 2 | -13 | -9
O=C(NCc1ccc(Cl)cc1)c1n[nH]c([N+](=O)[O-])c1Cl | -3 | 15 | -1.3 | 0 | -2.6 | -3 | -2 | -16 | 18
CCn1c(=O)cc(SCC(=O)Nc2cccc(SC)c2)c2ccccc21 | -1 | 2 | -0.4 | -1 | 0.5 | -3 | 22 | 1 | 19
O=C(CCCc1nc(-c2ccccc2)no1)NC1CCCCC1 | 8 | 3 | 0.0 | -6 | -0.6 | -2 | -9 | 3 | 0
COC(=O)C1=C(C)NC(=S)NC1c1ccc(-c2ccccc2C(=O)OC)o1 (configuration not stated) | -14 | 5 | -0.6 | 6 | 8.4 | -5 | -5 | -11 | -4
Cn1c(=O)c2c(nc(NCc3ccc4c(c3)OCO4)n2Cc2ccccc2)n(C)c1=O | 11 | -2 | -0.8 | 5 | -0.4 | 0 | -2 | 8 | 4
O=C(Nc1ncc(Cc2ccccc2Cl)s1)c1ccc(-c2cccc([N+](=O)[O-])c2)o1 | 2 | 5 | 0.4 | 10 | 0.4 | 11 | -3 | 20 | -6
COc1ccc2nc(SCC(=O)Nc3c(C)cc(C)cc3C)[nH]c2c1 | -7 | -1 | 2.2 | 3 | 0.3 | 1 | 0 | -8 | 8
Cc1cc(CN2CCN(c3ccc(F)cc3)CC2)cs1 | 3 | 0 | -0.1 | nt | -0.2 | -7 | -6 | 1 | -27
CCOC(=O)c1[nH]c(C)c(C(=O)NC2CCCCC2)c1C | -7 | 0 | 0.2 | -16 | -0.2 | -5 | 2 | -89* | 13
Cc1cc(C(=O)OCc2nc3ccccc3s2)c(C)o1 | nt | 1 | 0.8 | 13 | 0.3 | 0 | 2 | 0 | 0
Nc1ccccc1SCC(=O)Nc1ccc2c(c1)OCCO2 | -6 | 2 | 0.0 | 2 | -0.6 | -3 | 2 | -2 | 13
O=C(O)c1cc(-c2ccc(Cl)c(Cl)c2)n(-c2ccc(F)cc2)n1 | 0 | 2 | -0.7 | 8 | -0.1 | 2 | -1 | -3 | 5
Cc1cc(/C=N\NC(=O)CC(=O)NC2CCCCC2)c(C)n1-c1cccc(Cl)c1Cl | -1 | 15 | -0.6 | 11 | -0.8 | -5 | 0 | -22 | -13
CCCn1nc(C(=O)OCC(=O)c2ccc3c(c2)NC(=O)CO3)c2ccccc2c1=O | -2 | 4 | -1.2 | nt | nt | -17 | -5 | -5 | 3
COc1ccc(-c2nsc(C(=O)N(c3ccc(F)cc3)C(C(=O)NC3CCCC3)c3ccc(OC)cc3)c2N)cc1 (configuration not stated) | -1 | 6 | 1.4 | 4 | 0.3 | -9 | -1 | 0 | -3
CN(C)C1=NCCN1CCc1ccccc1 | nt | 1 | 0.6 | 16 | 0.6 | -12 | -1 | -11 | 9
O=C(Nc1cc2cccc([N+](=O)[O-])c2oc1=O)c1cccs1 | -2 | -1 | 0.8 | -13 | 0.5 | -3 | 16 | -12 | -4
O=C(NCCCn1ccnc1)/C(=C\c1ccc(Br)cc1)NC(=O)c1ccccc1 | -11 | 2 | -0.1 | -17 | -1.3 | 0 | 9 | 0 | -9
O=C(CSc1nnc(-c2ccccc2)n1Cc1ccccc1)N1CCOCC1 | -7 | 2 | -0.1 | 5 | -0.1 | 1 | -10 | 1 | 6
CC(C)OCCCNC(=O)C(C)Oc1ccccc1 (configuration not stated) | 19 | 1 | 0.4 | 2 | 0.3 | -4 | 8 | 1 | -3
Cc1ccc2oc(C(=O)N(Cc3ccccc3)C3CCS(=O)(=O)C3)c(C)c2c1 (configuration not stated) | 3 | 5 | 0.3 | -12 | 0.1 | -4 | 18 | 5 | 5
COc1ccc(Br)cc1Cn1nnc(C(=O)Nc2ccc3c(c2)OCCO3)c1N | -15 | 5 | 1.6 | -4 | 0.8 | 5 | 3 | 7 | 5
COc1cc(OC)cc(-c2nnc(SCC(=O)N3CCOCC3)o2)c1 | 0 | 1 | -0.2 | -5 | 0.1 | -6 | -6 | -20 | -1
CS(=O)(=O)c1cccc(-c2nnc(NC(=O)c3ccc(S(=O)(=O)N4CCCC4)cc3)o2)c1 | -3 | 1 | 0.1 | 15 | -0.1 | -9 | 8 | -13 | -1
O=C(NC1CC1)c1cc(-c2ccco2)nc2ccccc12 | 8 | 1 | 0.7 | -1 | 1.4 | 5 | 1 | -12 | 1
CC(C)NC(=O)CCCN1C(=O)c2ccccc2Sc2ncccc21 | 3 | 1 | -0.3 | 21 | -0.3 | 1 | 5 | 4 | 2
CCS(=O)(=O)N1Cc2ccccc2CC1C(=O)N(C)Cc1ccc(OC)c(F)c1 (configuration not stated) | 3 | 0 | 0.8 | -6 | 0.7 | 8 | -8 | -12 | -5
CCOC(=O)c1sc2cccc(F)c2c1S(=O)(=O)Nc1ccccc1F | -6 | 3 | 0.5 | nt | 1.9 | -5 | 2 | 4 | 13
N[C@@H](Cc1c[nH]c2ccccc12)C(=O)O | nt | 3 | -0.2 | 21 | 0.7 | -7 | 22 | 9 | 8
CC(NS(=O)(=O)c1ccccc1Cl)C1CC2CCC1C2 (configuration not stated) | -9 | 14 | -1.4 | 3 | -1.8 | -4 | -4 | -7 | 2
COc1ccc(O)c(CN2CCC(n3nccc3NC(=O)c3ccccc3Cl)CC2)c1 | -13 | 12 | 0.3 | 4 | 0.5 | -5 | 0 | -11 | -6
Cc1cccc(C)c1NC(=O)CSc1nnc(Cc2ccccc2)o1 | -5 | 0 | 0.2 | -10 | 0.3 | -6 | -2 | -10 | -12
C=CCNS(=O)(=O)c1sccc1/C=N/O | 11 | 2 | 0.1 | -1 | 0.8 | -2 | 1 | -9 | -1
Nc1cc(Nc2ccc(Br)cc2)nc(N)n1 | -21 | 0 | 0.5 | 0 | 1.1 | -4 | 3 | 10 | 5
CCn1c(=O)cc(SCC(=O)Nc2ccc3c(c2)OCCO3)c2ccccc21 | 20 | 0 | -0.1 | 6 | 1.4 | -2 | -3 | 10 | -19
Cn1c(=O)n(CCOc2ccccc2Cl)c2ccccc21 | -7 | -1 | 0.0 | -3 | -0.3 | 2 | -16 | 6 | -12

2 neighbouring entries already listed, quoted:
SMILES | RXFP1 antag | D1 agonist | TRHR ag | D2 antagonist | D2 ag | D1 potentiator | TRHR PAM | D1 antagonist | D2 PAM
O=C(CSc1nnc(-c2ccccc2)n1Cc1ccccc1)N1CCOCC1 | -7 | 2 | -0.1 | 5 | -0.1 | 1 | -10 | 1 | 6
CC(C)OCCCNC(=O)C(C)Oc1ccccc1 (configuration not stated) | 19 | 1 | 0.4 | 2 | 0.3 | -4 | 8 | 1 | -3
